PKA-R1A act – PKA-R1A complex activation; P00514+P68181; PKA-R1A dissociation, Cy5-IP20 fluorescence polarization; scaled: DMSO 0%, 113 µM cGMP 100%; activation, % at 11.4 µM; actives 0.083% (n = 340,000);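 active = percent activation above the mean of all tested compounds plus 3 SD, cut at about 19% in these data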;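 also: higher means more PKAc released from R1A so a rise in polarization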
Arrestin-AP2 inh – blocks beta-arrestin peptide binding to AP2 adaptin; FITC-arrestin peptide / GST-AP2 beads, flow cytometry; AP2 beta2 appendage carries R879A mutation; inhibition, % at 10 µM; actives 0.31% (n = 340,000); AID 504490;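 active = inhibition above a set limit, near 3 SD of compounds lacking own fluorescence, cut at about 54% in these data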;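 also: plate controls were DMSO wells for no effect and 5 µM unlabelled arrestin peptide for full effect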
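System: GST-AP2 R879A glutathione beads | Also added: FITC-arrestin peptide, 50 nM | Times: 12 min plus 1 h, RT | Signal: Bead flow cytometry, FITC channel | Buffer or medium: PBS with 0.05% Tween 20 and 0.1% BSA | Read-out basis: Percent drop in bead-associated FITC signal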
PfHsp90 yeast 2 – inhibits growth of yeast expressing Plasmodium falciparum Hsp90 | S. cerevisiae expressing PfHsp90, BacTiter-Glo ATP, 48 h; yeast lacking PDR1 and PDR3 efflux regulators | inhibition, % at 9.4 µM | actives 0.32% (n = 310,000) | AID 504621;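 active = every replicate shows inhibition above about 80%, whatever the replicate mean, limit read from the data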;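 also: 0% = DMSO neutral controls and 100% = 20 µM radicicol positive controls; yeast relying on Plasmodium falciparum Hsp90 in place of its own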
MOR-DOR inv ag – mu-delta opioid heterodimer inverse agonism. inhibition, % at 9.3 µM. actives 0.21% (n = 340,000). cell-based MOR-DOR heterodimer luminescence. P35372+P41143; in the data active = inhibition above about 22%, passing the limit was not always enough;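 also: 0% = cells with DMSO and 100% = wells without cells with DMSO; values of inactives mirror those of a sister screen read the other way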
OPRM1-OPRD1 ag – OPRM1-OPRD1 heterodimerization agonism. P35372+P41143. cells, luminescence. activation, % at 9.3 µM. actives 0.3% (n = 340,000). AID 504326; in the data active = activation above about 18%;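 also: 0% = vehicle-treated cells and 100% = reference agonist; values of inactives mirror those of a sister screen read the other way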
Pemphigus Ab inh – inhibitors of pemphigus antibody binding to human desmoglein-3. P32926. DSG3-coupled beads, scFv-anti-DSG3-GFP binding, flow cytometry; active compounds read low. binding (percent of control), % at 10 µM. actives 0.48% (n = 310,000). AID 588358;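 active = binding more than 3 SD below its plate's average and above zero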;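 also: hits lower antibody fragment binding to DSG3; some compounds called inactive have numbers as strong as hits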
Target sequence (P32926 whole entry, looked up, the tested form may be a part): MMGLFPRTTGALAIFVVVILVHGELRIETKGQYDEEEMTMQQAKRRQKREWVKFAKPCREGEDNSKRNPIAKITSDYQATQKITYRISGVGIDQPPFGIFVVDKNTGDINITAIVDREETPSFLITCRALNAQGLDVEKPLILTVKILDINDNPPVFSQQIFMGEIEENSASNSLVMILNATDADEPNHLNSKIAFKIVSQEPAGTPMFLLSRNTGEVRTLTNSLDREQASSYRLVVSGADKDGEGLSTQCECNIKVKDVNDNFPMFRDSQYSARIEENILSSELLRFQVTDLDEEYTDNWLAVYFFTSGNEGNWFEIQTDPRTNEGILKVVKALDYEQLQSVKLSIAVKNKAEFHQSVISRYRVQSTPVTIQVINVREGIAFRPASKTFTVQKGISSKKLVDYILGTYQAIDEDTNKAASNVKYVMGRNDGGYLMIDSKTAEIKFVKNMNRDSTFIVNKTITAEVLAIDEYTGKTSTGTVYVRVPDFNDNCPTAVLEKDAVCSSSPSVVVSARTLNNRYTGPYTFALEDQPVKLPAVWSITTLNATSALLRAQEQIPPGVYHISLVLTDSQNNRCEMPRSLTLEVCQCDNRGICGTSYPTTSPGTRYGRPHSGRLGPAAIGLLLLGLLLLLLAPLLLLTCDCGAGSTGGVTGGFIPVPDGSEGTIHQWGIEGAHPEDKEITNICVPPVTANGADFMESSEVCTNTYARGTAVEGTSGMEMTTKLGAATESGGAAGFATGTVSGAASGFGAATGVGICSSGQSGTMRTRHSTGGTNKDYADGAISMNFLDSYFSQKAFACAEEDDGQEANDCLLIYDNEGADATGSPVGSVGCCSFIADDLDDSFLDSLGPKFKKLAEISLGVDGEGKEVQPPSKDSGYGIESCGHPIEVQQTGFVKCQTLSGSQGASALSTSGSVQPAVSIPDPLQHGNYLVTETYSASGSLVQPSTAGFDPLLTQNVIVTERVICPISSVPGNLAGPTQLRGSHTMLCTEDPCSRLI
phage Ecoli inh – E. coli growth loss with phage present; growth absorbance; actives 0.26% (n = 360,000); inhibition, % at 11.9 µM; in the data active = inhibition above about 11%
Ecoli viability – bacterial growth inhibition, counter-screen for AddAB inhibitors; actives 0.27% (n = 330,000); inhibition, % at 11.9 µM; AID 449728; E. coli V3065 growth, OD600 absorbance, 18 h;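 active = inhibition above the campaign's mean inhibition across all tested compounds plus 3 SD, cut at about 9.9% in these data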;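 also: uninfected addAB+ strain grown without phage in ampicillin broth; 0% = DMSO wells and 100% = ciprofloxacin 0.95 µg/ml wells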
SUMO Mot1 rescue – inhibitors of SUMOylation pathway: yeast Mot1-301 growth rescue; S. cerevisiae Mot1-301 growth rescue, ATP luminescence, 38.5C; percent above DMSO median, 100 means doubled; growth rescue, % at 18.8 µM; actives 1% (n = 320,000);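 active = every valid replicate shows activation above 250% relative to neutral control wells; inactive = the rest, any valid replicate at or below 250%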;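 also: OY570 slx delta 5 strain wells were the positive control but not used for scaling; some compounds called inactive have numbers as strong as hits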
AddAB inh – less growth of phage-infected E. coli with AddAB. E. coli expressing H. pylori AddAB, absorbance growth. inhibition, % at 11.9 µM. actives 0.29% (n = 330,000); in the data active = inhibition above about 12%;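 also: 0% = vehicle wells of infected cells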
Tat export inh – E. coli Tat transport inhibition; inhibition, % at 10 µM; E. coli MC4100 TorA-mCherry Tat export, fluorescence; actives 0.036% (n = 340,000); AID 488895;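 active = mean replicate inhibition at least 50% and at least half of replicates individually reaching 50%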;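 also: exported cargo escapes ClpAP degradation while cytoplasmic cargo is degraded and loses fluorescence; 0% = median of neutral control wells and 100% = median of NaSCN control wells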
* hit, by the source's call; nt = no result given.

SMILES	PKA-R1A act	Arrestin-AP2 inh	PfHsp90 yeast 2	MOR-DOR inv ag	OPRM1-OPRD1 ag	Pemphigus Ab inh	phage Ecoli inh	Ecoli viability	SUMO Mot1 rescue	AddAB inh	Tat export inh
O=C(COC(=O)c1cccc(S(=O)(=O)N2CCCCCC2)c1)Nc1ccccc1	7	5	-27	-7	1.4	112	2.3	nt	nt	nt	3
COc1ccccc1NC(=O)CN1CCN(CC(=O)Nc2ccc(F)cc2F)CC1	0	23	8	18	-3.8	104	0.9	nt	nt	nt	1
COc1ccccc1NC(=O)C1(c2ccccc2)CCCC1	6	45	4	-17	3.4	nt	2.7	1.2	-1	-1.1	0
COc1cccc(-c2cc(C(=O)NC3CCCCC3)no2)c1	-3	3	-16	-11	1.8	108	2.5	6.5	3	2.4	-6
CCc1noc(C)c1C(=O)Nc1nc2c(C)cc(C)cc2s1	-4	45	25	-13	2.4	97	1.3	1.0	-3	1.4	5
CCCCn1cc2c(c1-c1cccc(C)c1)c(=O)n(C)c(=O)n2C	-6	23	8	10	-2.0	101	2.5	-2.3	8	1.6	5
O=C(CSc1ncnc2ccccc12)c1cccs1	-10	9	nt	-5	1.0	127	1.5	-0.6	-8	2.2	5
CCc1ccccc1N(C(=O)c1snc(C(N)=O)c1N)C(C(=O)NCC1CCCO1)c1ccc(C)o1 (centres undefined)	-10	10	-3	-8	1.2	nt	-0.5	0.8	3	-0.2	3
Nc1c(N(CCC2=CCCCC2)C(=O)c2ccccc2F)c(=O)[nH]c(=O)n1Cc1ccccc1	11	18	-16	16	-4.4	113	-0.1	-0.3	-2	0.6	-1
Cc1ccc(NC(=O)COC(=O)/C(=C/c2cccs2)c2cccs2)cc1S(=O)(=O)N(C)C	-9	3	-12	-10	1.9	118	2.5	-0.1	-7	0.7	8
CCn1c(SCC(=O)NCC(=O)Nc2ccc(F)cc2)nnc1-c1cccs1	12	5	-7	-9	1.6	101	-0.6	-1.4	4	0.4	5
O=C(Nc1nc2c(s1)CCCC2)c1nn(Cc2ccccc2)c(=O)c2ccccc12	-12	6	5	7	-1.2	99	2.9	4.0	2	2.2	-9
O=C(CNC(=O)c1ccc2c(c1)OCCO2)N/N=C/c1ccco1	13	3	1	11	-2.0	106	0.6	-2.0	4	-0.1	7
COc1ccc(OC)c(NC2c3ncccc3C(=O)N2Cc2ccco2)c1 (centres undefined)	-7	22	-1	-9	1.7	96	-0.2	1.2	nt	0.8	-12
C=CCn1c(N)cc(=O)nc1SCC(=O)N(c1ccccc1)c1ccccc1	-9	14	-5	8	-1.7	108	3.0	2.9	10	3.6	5
CCS(=O)(=O)NCc1cn2c(C)csc2n1	12	-2	-10	14	-2.8	106	0.1	-1.6	-8	3.8	-7
COC(=O)COC(=O)c1ccc(-n2nnnc2SC)cc1	7	1	nt	5	-0.9	98	1.4	1.8	1	3.3	7
Cc1ccc(CNC(=O)C2CCN(C(=O)c3cccc(Cl)c3)CC2)cc1	1	-9	-6	-3	0.6	107	0.6	1.3	215	2.3	-4
CC(C)NC(=O)N(C)C[C@H]1Oc2c(NS(=O)(=O)c3cccs3)cccc2C(=O)N([C@H](C)CO)C[C@@H]1C	-7	5	-1	-9	1.5	nt	0.9	1.0	104	-0.1	-3
COC(=O)C1=CNC=C(C(=O)OC)C1c1cccc2ccccc12	10	-17	3	9	-1.7	93	-0.2	1.9	5	0.2	-6
CCN(CC)CCNC(=O)NC1CCCCC1	2	-12	nt	3	-0.6	115	1.8	0.8	6	0.3	13
CC(C)c1onc(C(=O)NC2CCCCC2)c1[N+](=O)[O-]	3	10	16	13	-2.5	82	5.2	1.3	0	5.0	-3
O=C(Nc1cccc(-c2cccc(Cl)c2)c1)C1CCN(Cc2ccccn2)CC1	-3	-7	21	-6	1.1	124	-1.0	-5.1	-15	-4.4	7
CCCOc1ccc(C(C)=O)cc1Cc1c(O)nc(SC)[nH]c1=O	-9	2	4	21	-4.1	114	-1.3	-0.9	5	1.0	7
O=C(CCn1c(=O)c2sccc2n(CC(=O)NCc2ccco2)c1=O)NCc1ccccc1	-3	7	-33	9	-1.7	107	0.5	0.2	3	0.8	9
CSc1ccccc1NC(=O)CNCCCN1CCOCC1	-18	-2	-14	18	-3.4	91	1.4	-0.3	77	0.3	-3
COc1cc(OC)c2ccc(=O)oc2c1C(CCN1CCN(c2ccccc2)CC1)c1ccc(N(C)C)cc1 (centres undefined)	-5	-6	-6	9	-1.6	104	2.5	-1.9	6	0.8	6
CCCn1c(=O)c(C(=O)NNC(=O)c2ccccc2Cl)c(O)c2ccccc21	-5	-35	9	8	-1.4	109	4.1	9.7	35	10	6
CCOC(=O)c1[nH]c(Cc2[nH]c(C(=O)OCC)c(C)c2CCC(=O)OC)c(CCC(=O)OC)c1C	-16	22	0	5	-1.1	101	0.6	0.5	198	2.9	9
COc1cccc(-c2nc(CS(=O)CC(=O)NC3CCCCC3)c(C)o2)c1 (centres undefined)	-5	-1	-28	7	-1.2	55*	1.9	-1.1	-12	2.7	-1

By substructure: those above with an aryl thioether with sulfur outside any ring (6)
SMILES	PKA-R1A act	Arrestin-AP2 inh	PfHsp90 yeast 2	MOR-DOR inv ag	OPRM1-OPRD1 ag	Pemphigus Ab inh	phage Ecoli inh	Ecoli viability	SUMO Mot1 rescue	AddAB inh	Tat export inh
O=C(CSc1ncnc2ccccc12)c1cccs1	-10	9	nt	-5	1.0	127	1.5	-0.6	-8	2.2	5
CCn1c(SCC(=O)NCC(=O)Nc2ccc(F)cc2)nnc1-c1cccs1	12	5	-7	-9	1.6	101	-0.6	-1.4	4	0.4	5
C=CCn1c(N)cc(=O)nc1SCC(=O)N(c1ccccc1)c1ccccc1	-9	14	-5	8	-1.7	108	3.0	2.9	10	3.6	5
COC(=O)COC(=O)c1ccc(-n2nnnc2SC)cc1	7	1	nt	5	-0.9	98	1.4	1.8	1	3.3	7
CCCOc1ccc(C(C)=O)cc1Cc1c(O)nc(SC)[nH]c1=O	-9	2	4	21	-4.1	114	-1.3	-0.9	5	1.0	7
CSc1ccccc1NC(=O)CNCCCN1CCOCC1	-18	-2	-14	18	-3.4	91	1.4	-0.3	77	0.3	-3

Part of the list above, set out differently:
| Compound | PKA-R1A act | Arrestin-AP2 inh | PfHsp90 yeast 2 | MOR-DOR inv ag | OPRM1-OPRD1 ag | Pemphigus Ab inh | phage Ecoli inh | Ecoli viability | SUMO Mot1 rescue | AddAB inh | Tat export inh |
| --- | --- | --- | --- | --- | --- | --- | --- | --- | --- | --- | --- |
| CCN(CC)CCNC(=O)NC1CCCCC1 | 2 | -12 | nt | 3 | -0.6 | 115 | 1.8 | 0.8 | 6 | 0.3 | 13 |
| CC(C)c1onc(C(=O)NC2CCCCC2)c1[N+](=O)[O-] | 3 | 10 | 16 | 13 | -2.5 | 82 | 5.2 | 1.3 | 0 | 5.0 | -3 |

(list continues)
SMILES	PKA-R1A act	Arrestin-AP2 inh	PfHsp90 yeast 2	MOR-DOR inv ag	OPRM1-OPRD1 ag	Pemphigus Ab inh	phage Ecoli inh	Ecoli viability	SUMO Mot1 rescue	AddAB inh	Tat export inh
COC(=O)c1ccc(SCC(=O)NCc2ccccc2)c([N+](=O)[O-])c1	-7	-14	-29	13	-2.9	100	-3.1	-1.9	-1	-3.8	-5
COc1ccc(N2CCN(C(=O)COc3ncnc4ccccc34)CC2)cc1	0	30	14	-3	0.6	101	-1.1	-0.5	12	0.9	-3
Cc1ccc(-n2ccnc(SCC(=O)NC3CCCC3)c2=O)cc1Cl	-11	-1	-21	-26	4.0	102	1.2	1.1	-5	-0.4	26
CC12COC3(C(=O)Nc4ccc(Cl)cn4)CC1CCC32C (centres undefined)	-6	1	nt	-29	5.3	89	3.0	3.0	90	0.9	0
CN(C(=O)c1ccccn1)c1nnc(-c2cnccn2)s1	-3	4	10	6	-1.1	92	2.4	0.5	0	2.7	0
Cc1cc(C)cc(N(CC(=O)N2CCN(c3ccccc3)CC2)S(=O)(=O)c2c(C)noc2C)c1	-6	-6	0	1	-0.3	108	0.9	-0.9	-18	2.2	4
CSc1nc(C)cc(OCCO)n1	6	-3	10	5	-0.9	81	1.7	-1.5	5	2.2	-1
CN1CCN(NC(=O)c2cccc(C(F)(F)F)c2)CC1	-4	26	0	12	-2.2	98	2.4	1.2	8	1.4	3
COc1cccc(C(=O)NC2CCSC2=O)c1 (centres undefined)	1	-2	-41	5	-0.9	100	1.3	2.9	-20	0.1	-2
O=S(=O)(c1ccccc1)N1CCN=C1SCc1ccccc1	-2	0	-13	-7	0.9	101	4.3	0.3	4	1.7	9
CN(c1ccccc1)S(=O)(=O)c1cccc(NC(=O)c2cccc(C#N)c2)c1	-4	-2	1	-13	3.1	93	1.6	1.8	5	1.2	6
Cc1ccc2nc(-c3ccc(NC(=O)C4CCCO4)cc3)[nH]c2c1 (centres undefined)	-7	4	-10	1	-0.1	103	2.9	-1.2	-30	-0.9	-1
CN(C(=O)c1ccco1)c1nc(-c2ccccc2)cs1	-3	-1	-27	-13	2.6	100	2.5	-0.1	2	0.5	-2
O=C(/C=C/c1ccc(Cl)cc1)Nc1ccc(CN2CCOCC2)cc1	-1	6	5	-15	3.0	99	2.0	0.0	25	-1.7	2
COc1ccc(-n2ccnc2)cc1	-4	28	12	6	-1.2	102	4.6	-0.2	-3	0.8	-2
CN(C)C(CNC(=O)c1ccc(NS(=O)(=O)c2ccc3[nH]c(=O)[nH]c3c2)cc1)c1ccccc1 (centres undefined)	6	-6	-6	7	-1.2	122	-0.8	2.8	123	0.4	-5
Cc1cc(C)cc(OCC(=O)Nc2cc(NC(=O)COc3cc(C)cc(C)c3)cc(C(=O)O)c2)c1	-10	-4	-22	10	-2.2	98	1.5	-0.9	-10	-0.8	17
S=c1[nH]nc(C2CCCCC2)o1	0	27	-10	12	-2.7	nt	-0.9	-0.3	-5	0.2	-4
Nc1cccc2cc(-c3ccccc3)oc12	1	31	-6	-5	1.2	96	2.6	2.6	38	1.7	2
Cc1cccn2c1nc(=S)n2C(=O)c1ccco1	-9	-10	-16	-3	0.6	104	2.4	-0.8	1	0.0	-3
COc1ccc(S(=O)(=O)Nc2ccc(N3CCOCC3)cc2)cc1[N+](=O)[O-]	9	1	-12	8	-1.6	98	2.4	-1.5	-2	0.2	1
CN(CC(=O)Nc1ccccc1Br)C(=O)CN1CCN(Cc2ccc(Cl)cc2)CC1	3	-7	nt	3	-0.7	99	0.7	-0.9	91	-2.5	-1
CC(C)(C)c1ccc(S(=O)(=O)N2C=CC(C(F)(F)F)=NCC2)cc1	-4	20	4	1	-0.2	98	1.2	-2.2	110	1.1	12
COc1cc(C=O)ccc1OC(=O)c1ccc(C(C)C)cc1	0	-7	8	-8	1.6	115	3.2	-0.2	479	9.0	-7
O=C(CN1CCCC1c1cccs1)Nc1cc(S(=O)(=O)N2CCCCC2)ccc1Cl (centres undefined)	-8	-7	-21	14	-3.6	94	1.9	nt	nt	nt	1

Random draw from the library (roughly 2.8% active in at least one column).
